phage Ecoli inh = E. coli growth loss with phage present | inhibition, % at 11.9 µM | 360,000 compounds, 0.26% hits | growth absorbance | AID 651602; in the data active = inhibition above about 11%
AddAB inh = less growth of phage-infected E. coli with AddAB; E. coli expressing H. pylori AddAB, absorbance growth; inhibition, % at 11.9 µM; 330,000 compounds, 0.29% hits; AID 435030; in the data active = inhibition above about 12%;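 also: 0% = vehicle wells of infected cells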
Tat export inh = blocks Tat-dependent protein export in E. coli; E. coli MC4100 TorA-mCherry Tat export, fluorescence; inhibition, % at 10 µM; 340,000 compounds, 0.036% hits;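 active = mean replicate inhibition at least 50% and at least half of replicates individually reaching 50%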;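 also: exported cargo escapes ClpAP degradation while cytoplasmic cargo is degraded and loses fluorescence; 0% = median of neutral control wells and 100% = median of NaSCN control wells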
SR-BI uptake up = SR-BI HDL lipid transfer activation | 320,000 compounds, 0.096% hits | activation, % at 12.5 µM | AID 504775 | CHO ldlA[mSR-BI] cells, DiI-HDL uptake fluorescence, 3 h; 100 = double the neutral-control signal;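 active = mean replicate activation of at least 60% and every replicate at or above 60%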;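 also: 0% = median plate neutral-control signal and 100% = twice that signal; values of inactives mirror those of a sister screen read the other way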
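Test system: SR-BI-overexpressing, LDLR-lacking CHO cells; Medium: Ham's F12 with 0.5% BSA, HEPES 25 mM, pH 7.4; Schedule: 3 h, 37 °C; Technique: bottom-read fluorescence, 550/595 nm.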
SR-BI DiI inh = blocks mouse SR-BI lipid uptake from DiI-HDL; ldlA[mSR-BI] CHO cells, DiI-HDL uptake fluorescence, 3 h; 320,000 compounds, 0.96% hits; Q61009; AID 488896; inhibition, % at 12.5 µM;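 active = mean replicate inhibition of at least 70% and a set share of replicates each scoring 70 or more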;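 also: 0% = median of neutral control wells and 100% = median of positive control wells; values of inactives mirror those of a sister screen read the other way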
Target sequence (Q61009 whole entry, looked up): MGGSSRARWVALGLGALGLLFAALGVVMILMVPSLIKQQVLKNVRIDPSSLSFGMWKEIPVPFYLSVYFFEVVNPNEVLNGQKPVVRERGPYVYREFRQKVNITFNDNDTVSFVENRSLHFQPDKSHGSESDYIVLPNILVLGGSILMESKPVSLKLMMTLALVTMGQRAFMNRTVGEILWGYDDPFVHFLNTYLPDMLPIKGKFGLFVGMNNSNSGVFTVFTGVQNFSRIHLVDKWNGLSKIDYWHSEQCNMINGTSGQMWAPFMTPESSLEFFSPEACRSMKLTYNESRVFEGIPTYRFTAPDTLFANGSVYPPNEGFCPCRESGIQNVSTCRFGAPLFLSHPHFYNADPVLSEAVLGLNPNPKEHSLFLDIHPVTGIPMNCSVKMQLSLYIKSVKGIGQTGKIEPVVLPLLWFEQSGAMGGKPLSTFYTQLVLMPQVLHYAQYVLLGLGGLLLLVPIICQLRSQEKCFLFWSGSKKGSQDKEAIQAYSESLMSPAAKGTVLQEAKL
CAL PDZ FP-1 = inhibitors of human CAL PDZ peptide binding | Q9HD26 | purified CAL PDZ, TMR-peptide fluorescence polarization, 1 h | inhibition, % at 24.9 µM | 300,000 compounds, 0.92% hits | AID 602252;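 active = mean inhibition of at least 30% with at least half of replicates also reaching 30%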;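 also: 0% = DMSO neutral control and 100% = excess unlabeled competitor peptide PRC23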
E coli growth = counter-screen for AddAB inhibitors: E. coli growth inhibition; inhibition, % at 11.9 µM; 330,000 compounds, 0.27% hits; E. coli V3065 growth, OD600 absorbance, 18 h; AID 449728;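 active = inhibition above the campaign's mean inhibition across all tested compounds plus 3 SD, cut at about 9.9% in these data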;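 also: uninfected addAB+ strain grown without phage in ampicillin broth; 0% = DMSO wells and 100% = ciprofloxacin 0.95 µg/ml wells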
Wnt act = Wnt/beta-catenin pathway activation | activation, % at 9.35 µM | 300,000 compounds, 1.2% hits | Wnt/beta-catenin reporter cell assay, activator, plate reader; in the data active = activation above about 30%, passing the limit was not always enough;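 also: 0% = neutral control wells and 100% = positive control wells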
MITF act = activators of MITF-driven TRPM1 promoter activity in SK-MEL-5 cells. SK-MEL-5 TRPM1-promoter luciferase, 24 h; % of positive control, neutral wells = 0. activation, % at 12.5 µM. 300,000 compounds, 0.75% hits. AID 588334;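 active = mean activation of at least 80% with every replicate also reaching 80%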;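 also: 0% = neutral control wells and 100% = parthenolide positive control wells; values of inactives mirror those of a sister screen read the other way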
CAL PDZ FP-2 = blocks peptide binding to human CAL PDZ domain. purified CAL PDZ, TMR-peptide fluorescence polarization, 1 h. inhibition, % at 20 µM. 330,000 compounds, 0.02% hits. AID 504414;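 active = highest replicate inhibition of at least 40%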;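 also: plate controls were DMSO neutral control wells for no effect and unlabeled competitor peptide control wells for full effect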
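System: tagged CAL PDZ domain. Schedule: 1 h room-temperature incubation prior to read. Signal: fluorescence polarization (mP). Measure: percent inhibition from loss of millipolarization.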
* marks the source's active call; other numbers are inactive results; nt = not tested or not shown.

compound	phage Ecoli inh	AddAB inh	Tat export inh	SR-BI uptake up	SR-BI DiI inh	CAL PDZ FP-1	E coli growth	Wnt act	MITF act	CAL PDZ FP-2
NC(=S)N/N=C/c1cc([N+](=O)[O-])ccc1OCCOc1ccccc1	1.6	0.0	-8	-48	48	-1	-3.2	nt	-14	1.1
CC(C)OC(=O)c1nnc(Cc2ccc(F)cc2)o1	1.1	4.3	0	25	-25	-3	0.0	-4	6	-0.4
COC(=O)C1(C(C[N+](=O)[O-])c2ccco2)C(=O)NCC1c1ccccc1 (centres undefined)	-1.5	2.3	-2	8	-8	nt	1.4	-2	nt	-3.6
Cc1ccc(-n2cc(-c3ccccc3)c3c(NN4CCOCC4)ncnc32)cc1	-1.1	0.9	8	-34	34	-4	-2.1	-2	9	-1.3
CCCc1cc(=O)oc2c(C)c(OCC(=O)NCCN3CCOCC3)ccc12	-0.7	0.6	-5	-30	30	nt	0.1	-4	-2	-0.2
O=C(CN1C(=O)C2CCCCC2C1=O)Nc1nccs1 (centres undefined)	-0.1	-1.2	-4	3	-3	-6	-1.3	-2	4	0.4
C(=N\Nc1nc(N2CCCC2)nc(N2CCCC2)n1)/c1ccncc1	2.6	3.4	-2	-4	4	-1	0.0	-1	6	-0.8
Cc1cc(C)n(Cc2ccccc2F)c(=O)c1C#N	1.6	0.0	-3	5	-5	nt	-0.5	-1	-7	0.4
O=C(c1cccs1)N1CCN=C1SCc1cccnc1	-0.9	-1.0	-12	-2	2	1	-2.3	nt	1	-1.0
CN1CCCC(n2nc(Cc3ccc(Cl)cc3)c3ccccc3c2=O)CC1 (centres undefined)	1.9	2.3	-2	-21	21	-4	-0.2	-6	7	-1.4
O=C(NCc1cccc(Cl)c1)c1ccc(S(=O)(=O)Nc2cccc(C(F)(F)F)c2)cc1	1.2	2.6	10	6	-6	-2	2.5	5	-3	-2.5
COc1ccc(C(C)=O)cc1Cn1nc(C)c([N+](=O)[O-])c1C	4.2	-1.7	-1	-11	11	nt	-0.1	4	2	-1.3
O=C(COc1ccc(S(=O)(=O)NC2CCCCC2)cc1Cl)Nc1ccc2c(c1)OCO2	2.2	2.2	8	-57	57	-1	-0.3	-5	-8	-1.3
Cc1nn(C)cc1CNC(=O)COc1ccc(Cl)cc1Cl	4.6	1.6	1	-16	16	-2	0.2	-5	-2	-0.5
CCC(C)C(NC(C)=O)C(=O)NC(=O)NC(c1ccccc1)c1ccccc1 (centres undefined)	1.1	-1.1	-4	12	-12	-11	0.1	nt	-8	-1.4
O=C(COc1ccccc1)NCCSCc1ccco1	1.3	0.8	-9	2	-2	-4	-0.8	nt	-4	0.3
CCCCCc1cc(=O)c2ccccc2o1	-0.8	3.2	5	2	-2	-4	1.6	1	36	0.7
CCN(Cc1ccccc1)S(=O)(=O)c1ccc(C(=O)N(CCCN(C)C)c2nc3c(F)cccc3s2)cc1	3.4	-0.1	16	8	-8	0	-1.0	-3	-13	-2.1
O=C(C[n+]1cc(-c2ccc(Br)cc2)n2c1CCCCC2)c1ccccc1	5.1	-4.6	1	4	-4	3	-2.2	-2	-33	-0.1
CCOC(=O)C1=C(C)NC(C)=C(C(=O)OCC)C1C(=O)OCC(=O)NCCc1ccc(S(N)(=O)=O)cc1	2.9	0.7	-1	1	-1	0	0.4	-2	10	-2.8
COc1ccc(-c2sc3ccccc3c2-c2ccc(OCCN(C)C)cc2)cc1	2.5	1.8	1	-2	2	-2	-2.9	-29	-74	-1.0
CC(C)n1nnc2ccccc2c1=O	-1.2	0.7	7	24	-24	-1	-1.1	nt	nt	14
Cc1ccnc(NC(=O)c2cccc(S(=O)(=O)N3CCN(c4ccc(F)cc4)CC3)c2)c1	4.1	-0.4	-2	-6	6	-4	-0.6	3	-1	-2.6
O=C(CC1(O)C(=O)Nc2cc(Cl)cc(Cl)c21)c1ccccc1O (centres undefined)	2.5	1.3	0	8	-8	-5	-0.3	nt	-15	nt
CCCOc1ccc(-c2cnc(SCC(N)=O)nc2N)cc1	3.1	2.9	0	20	-20	0	-1.9	-3	7	-0.2
O=C1CCc2cc(S(=O)(=O)N3CCC(C(=O)NCCC4=CCCCC4)CC3)ccc2N1	1.5	-0.6	-2	13	-13	nt	-2.7	-4	9	-1.0
COc1cc(Nc2ccc(C)cc2)c([N+](=O)[O-])nc1[N+](=O)[O-]	1.9	0.6	-11	-2	2	5	2.0	-6	-7	-2.4
Cc1ccccc1Oc1ncccc1C(=O)/C(C#N)=C/N(C)C	3.2	0.3	19	6	-6	nt	0.2	nt	-1	-2.3
Cc1ccc(-c2c(C(=O)N/N=C/c3cccnc3)nnn2-c2nonc2N)cc1	-0.1	-0.4	2	-15	15	7	-3.0	1	0	-2.3
CC1CN(S(=O)(=O)c2csc(C(=O)Nc3ccccc3)c2)CC(C)O1 (centres undefined)	1.2	-2.4	-12	-31	31	-1	1.9	-2	-16	-1.9
COc1ccccc1CNC(=O)CNC(=O)c1ccc(Br)o1	1.1	0.9	-4	9	-9	2	-0.3	0	4	-3.2
COCC(=O)N1CCCC(N(C)CCc2ccc(OC)c(OC)c2)C1 (centres undefined)	-1.2	1.9	7	7	-7	-5	-1.5	7	3	-3.2
CN(C)/C=C1\SC(=S)N(c2ccc(Br)cc2)C1=O	2.1	0.4	-14	-7	7	-17	2.0	0	34	-2.6
CNS(=O)(=O)c1cc(NC(=O)CCNC(=O)c2ccco2)ccc1C	3.0	3.4	11	9	-9	-1	1.1	-1	7	-3.4
Cc1ccc(S(=O)(=O)N(CC(=O)c2ccc(Cl)cc2)C(=O)N2CCN(C)CC2)cc1	-1.3	6.1	1	-12	12	2	0.9	2	-5	-1.4
O=C(c1ccc(F)cc1Cl)N(c1ccccn1)C1CCCCC1	1.9	1.8	-7	30	-30	3	0.9	-1	1	0.3
Cc1ccc(-n2nnnc2C(Cl)c2nnnn2-c2ccc(C)cc2)cc1	4.8	nt	0	18	-18	25	nt	-1	5	-1.8
CC1(C)NC(=O)N(CCOCCSc2ccccc2)C1=O	2.2	2.5	13	25	-25	-1	2.2	0	17	-1.0
CCc1nnc(NC(=O)C2CCC(CNc3c(N4CCCCC4)c(=O)c3=O)CC2)s1 (centres undefined)	0.7	-1.3	0	3	-3	-2	-0.3	1	6	-2.1
Nc1nc(CSc2nc3ccccc3s2)nc(N2CCOCC2)n1	4.4	2.0	-6	13	-13	3	-1.6	-1	5	-2.3
COCCOC(=O)C1=C(C)NC(=S)NC1c1ccc(OCC(=O)N2CC(C)OC(C)C2)c(OC)c1 (centres undefined)	1.0	nt	-4	7	-7	-3	nt	-4	-5	-0.3
Cn1c(SCC(=O)NC2CC2)nnc1-c1ccccn1	1.2	-1.0	0	4	-4	-3	-0.8	0	-18	-1.3
COC(=O)C1=C(C(C)=O)C(c2ccc(C(=O)OC)cc2)n2nnnc2N1 (centres undefined)	-8.3	-1.3	-5	20	-20	-2	-0.7	nt	-1	0.6
Cc1nn(Cc2c(F)c(F)c(F)c(F)c2F)c(C)c1NC(=O)c1nn(C)c(C)c1Br	1.3	2.5	1	-46	46	-3	0.9	1	-14	-1.7
O=C(NCCNS(=O)(=O)c1ccccc1)N1CCOCC1	2.2	-0.1	0	5	-5	-3	-2.5	2	0	-0.8
CCc1ccccc1NC(=S)N(Cc1cccnc1)Cc1ccco1	4.0	-1.2	0	-3	3	-4	0.5	-1	-7	1.4
O=C(c1cccc(F)c1)N1CCN=C1SCc1cccnc1	3.9	1.1	3	29	-29	0	-1.5	-5	6	0.2
CN(C)c1cccc(C(=O)OCC(=O)c2ccc[nH]2)c1	0.6	nt	-3	-12	12	0	nt	-4	74	-2.4
CCC(C)c1ccccc1NC(=O)c1cccc(-n2cnnn2)c1 (centres undefined)	1.8	1.0	-4	-6	6	-5	-2.3	-1	4	-0.9

In the list so far, eight contain fluorine:
compound	phage Ecoli inh	AddAB inh	Tat export inh	SR-BI uptake up	SR-BI DiI inh	CAL PDZ FP-1	E coli growth	Wnt act	MITF act	CAL PDZ FP-2
CC(C)OC(=O)c1nnc(Cc2ccc(F)cc2)o1	1.1	4.3	0	25	-25	-3	0.0	-4	6	-0.4
Cc1cc(C)n(Cc2ccccc2F)c(=O)c1C#N	1.6	0.0	-3	5	-5	nt	-0.5	-1	-7	0.4
O=C(NCc1cccc(Cl)c1)c1ccc(S(=O)(=O)Nc2cccc(C(F)(F)F)c2)cc1	1.2	2.6	10	6	-6	-2	2.5	5	-3	-2.5
CCN(Cc1ccccc1)S(=O)(=O)c1ccc(C(=O)N(CCCN(C)C)c2nc3c(F)cccc3s2)cc1	3.4	-0.1	16	8	-8	0	-1.0	-3	-13	-2.1
Cc1ccnc(NC(=O)c2cccc(S(=O)(=O)N3CCN(c4ccc(F)cc4)CC3)c2)c1	4.1	-0.4	-2	-6	6	-4	-0.6	3	-1	-2.6
O=C(c1ccc(F)cc1Cl)N(c1ccccn1)C1CCCCC1	1.9	1.8	-7	30	-30	3	0.9	-1	1	0.3
Cc1nn(Cc2c(F)c(F)c(F)c(F)c2F)c(C)c1NC(=O)c1nn(C)c(C)c1Br	1.3	2.5	1	-46	46	-3	0.9	1	-14	-1.7
O=C(c1cccc(F)c1)N1CCN=C1SCc1cccnc1	3.9	1.1	3	29	-29	0	-1.5	-5	6	0.2

2 entries drawn at random from those above, as already listed:
compound	phage Ecoli inh	AddAB inh	Tat export inh	SR-BI uptake up	SR-BI DiI inh	CAL PDZ FP-1	E coli growth	Wnt act	MITF act	CAL PDZ FP-2
CCc1nnc(NC(=O)C2CCC(CNc3c(N4CCCCC4)c(=O)c3=O)CC2)s1 (centres undefined)	0.7	-1.3	0	3	-3	-2	-0.3	1	6	-2.1
Cn1c(SCC(=O)NC2CC2)nnc1-c1ccccn1	1.2	-1.0	0	4	-4	-3	-0.8	0	-18	-1.3

Compound activity as filed in PubChem BioAssay.
